# TRPC4 agonist: TRPC4 (mouse) channel activation. Q9QUQ5. HEK293 TRPC4beta/mu-opioid, Fluo4 calcium fluorescence; stronger effect = higher value. B-score at 10 µM. hit rate 0.49% among 310,000. AID 2237;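 active means B-score above 5 SD of library B-scores, and initial fluorescence ratio not above library mean plus 5 SD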;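 further: positive B-score marks a calcium rise read as TRPC4 activation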
# Target sequence (Q9QUQ5 whole entry, looked up): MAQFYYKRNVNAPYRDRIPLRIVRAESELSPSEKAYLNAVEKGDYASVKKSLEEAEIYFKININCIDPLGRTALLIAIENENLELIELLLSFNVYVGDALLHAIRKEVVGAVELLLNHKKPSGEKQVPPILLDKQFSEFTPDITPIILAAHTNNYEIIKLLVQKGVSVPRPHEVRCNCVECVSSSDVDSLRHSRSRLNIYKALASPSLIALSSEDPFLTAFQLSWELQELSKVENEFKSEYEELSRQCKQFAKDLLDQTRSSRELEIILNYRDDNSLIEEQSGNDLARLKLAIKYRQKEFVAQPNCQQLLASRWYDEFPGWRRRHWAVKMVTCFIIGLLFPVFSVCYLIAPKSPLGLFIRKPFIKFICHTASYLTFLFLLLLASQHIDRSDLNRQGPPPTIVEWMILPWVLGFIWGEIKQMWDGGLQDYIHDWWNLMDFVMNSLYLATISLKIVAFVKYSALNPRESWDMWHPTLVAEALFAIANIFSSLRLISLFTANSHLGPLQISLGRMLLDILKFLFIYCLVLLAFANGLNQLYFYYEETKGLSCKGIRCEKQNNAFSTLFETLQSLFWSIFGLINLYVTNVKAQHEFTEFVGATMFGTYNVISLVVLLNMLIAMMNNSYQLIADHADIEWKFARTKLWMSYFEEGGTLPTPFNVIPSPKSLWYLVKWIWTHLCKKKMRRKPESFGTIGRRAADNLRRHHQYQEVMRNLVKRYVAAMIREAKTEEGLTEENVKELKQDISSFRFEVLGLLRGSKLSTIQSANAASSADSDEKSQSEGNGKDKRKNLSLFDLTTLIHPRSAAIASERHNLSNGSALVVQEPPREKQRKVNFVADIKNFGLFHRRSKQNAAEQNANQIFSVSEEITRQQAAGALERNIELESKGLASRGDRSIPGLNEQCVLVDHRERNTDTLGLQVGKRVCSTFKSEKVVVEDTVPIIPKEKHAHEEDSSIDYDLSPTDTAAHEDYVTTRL
#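 Incubation: 45 min room-temperature Fluo4 loading, 110 s read / System: HEK293 cells stably co-expressing mouse TRPC4beta and mu-opioid receptor / Signal: Fluo4 fluorescence, kinetic / Control set: buffer (low) and maximal DAMGO (high) / Measure: integrated baseline-normalised fluorescence ratio, converted to per-well B score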
# TRPC6 inhibitor: blocks the mouse TRPC6 cation channel; Q61143; HEK293-TRPC6, membrane potential dye, ACh-evoked depolarization; stronger effect = lower value; B-score at 10 µM; hit rate 1.1% among 310,000; AID 2553;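 active means B-score under library mean minus 3 SD, initial fluorescence not abnormally high, positive integrated signal ratio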;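 further: B-score derived from integrated fluorescence ratio over the kinetic read; more negative B-score means stronger inhibition of depolarization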
# IEC-6 cytotox: kills IEC-6 intestinal cells in KLF5 counter-screen; IEC-6 cytotoxicity, luminescence viability; inhibition, % at 5 µM; hit rate 0.78% among 290,000; AID 1825; in the data active means inhibition above about 22%;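 further: 0% = plate median of test compound wells and 100% = cytotoxic reference compound wells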
# HIF act: HIF pathway transcriptional activation; U2OS HRE-luciferase reporter, luminescence; normalized: DMSO 0%, desferrioxamine 100%; activation, % at 7.5 µM (by protocol); hit rate 0.32% among 300,000;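 active means mean activation of at least 10% of the iron chelator positive control signal, with at least half of replicates also reaching 10%; inconclusive means mean and replicate majority disagree about reaching 10%; inactive means mean and most replicates under 10%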
# MrgX1 antagonist: human MrgX1 receptor antagonism, primary screen; Q96LB2; MRGX1-HEK293 calcium flux, Fluo-4, BAM8-22 antagonism; stronger effect = lower value; B-score at 10 µM; hit rate 1.3% among 310,000;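 active means calcium-response B-score plate-corrected more than 3 library SD below zero, starting fluorescence within 5 deviations, no agonist response on first addition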;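 further: peak minus trough fluorescence over baseline after final BAM8-22 challenge near maximal dose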
# TRPC6 activator: activators of mouse TRPC6 channel; Q61143; HEK293-TRPC6 membrane potential dye fluorescence; stronger effect = higher value; B-score at 10 µM; hit rate 0.13% among 310,000;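 active means B-score of the integrated fluorescence ratio above library mean plus 3 SD, and starting fluorescence ratio within library mean plus 5 SD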;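 further: higher score means more depolarization so channel activation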
# TRPC4 potent: allosteric potentiators of mouse TRPC4 channel; HEK293 TRPC4beta/mu-opioid, DAMGO EC20, Fluo-4 Ca2+ flux; stronger effect = higher value; B-score at 10 µM; Q9QUQ5; hit rate 0.42% among 310,000;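 active means B-score of calcium response area above 5 SD of library B-scores, with initial fluorescence ratio within 5 SD of library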;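 further: B-score of integrated fluorescence ratio over time as area under calcium response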
# TRPC4 inh: TRPC4 (mouse) channel inhibition; B-score at 10 µM; Q9QUQ5; hit rate 0.39% among 300,000; HEK293 TRPC4beta/mu-opioid, DAMGO-evoked Fluo4 calcium flux; stronger effect = lower value;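 active means B-score over 3 SD under the library average, no early fluorescence shift, positive overall ratio signal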
#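 Material: HEK293 cells with stable TRPC4beta plus mu-opioid receptor expression; probe or stimulus: DAMGO in two steps, submaximal then maximal; technique: Fluo4 calcium fluorescence by kinetic imaging, 5 s 1 Hz baseline; measure: integrated fluorescence ratio relative to baseline, converted to per-well B score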
# KLF5 inh: kruppel-like factor 5 inhibition; DLD-1 KLF5 promoter-luciferase reporter, luminescence; inhibition, % at 5 µM; hit rate 0.23% among 290,000; AID 1700;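 active means inhibition above a per-plate limit of that plate's mean compound inhibition plus 3 SD, cut at about 60% in these data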;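 further: 0% = DMSO wells and 100% = LY294002 at 200 µM; higher means less KLF5 promoter-driven luciferase light; inactives centre near -14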
# aSyn 5UTR inh: MLPCN primary screen, SNCA 5' untranslated region. alpha-synuclein 5'UTR reporter, inhibitor activity. inhibition, % (tested at 7.5 µM). hit rate 0.82% among 300,000; in the data active means inhibition above about 60%; inconclusive means no clear call, values can overlap the other calls;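 further: H4 neuroglioblastoma cells stably carrying SNCA 5'UTR luciferase fusion; 0% = DMSO wells and 100% = positive control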
# SKKanGAS inh: blocks kanamycin growth of S. pyogenes SKKanGAS strain; AID 1662; BacTiter-Glo, 6 h; hit rate 1.3% among 300,000; inhibition, % at 7.5 µM;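 active means mean replicate score, as percent of positive control median, at least 50; inconclusive means mean below 50 but one replicate at or above 50; inactive means mean and every replicate below 50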;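 further: strain carries kanamycin resistance gene driven by streptokinase promoter and grows in 40 µg/ml kanamycin; loss of luminescence reflects streptokinase promoter inhibition or plain growth inhibition; 0% = median of DMSO wells and 100% = positive control at its reference dose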
# * marks the source's active call; other numbers are inactive results; i = inactive; ? = inconclusive; / = not tested or not shown.
SMILES,TRPC4 agonist,TRPC6 inhibitor,IEC-6 cytotox,HIF act,MrgX1 antagonist,TRPC6 activator,TRPC4 potent,TRPC4 inh,KLF5 inh,aSyn 5UTR inh,SKKanGAS inh
Nc1nc2nc[nH]c2c(=O)[nH]1,i,i,/,0.1,i,i,i,i,/,-13,5
FC(F)(F)c1cc(C(F)(F)F)c2ccc(N3CCOCC3)nc2n1,i,i,1,0.3,i,i,i,i,-2,18,1
Cn1c(SC2C(=O)CC(C)(C)CC2=O)nnc1-c1ccco1,i,i,3,/,i,i,i,i,-24,24,4
NC(=O)COC(=O)[C@@H]1CC(O)CN1S(=O)(=O)c1ccc2c(c1)OCCO2 (stereo partly drawn),i,i,2,-0.5,i,i,i,i,-23,9,-2
COc1ccc(S(=O)(=O)N2CCC(C(=O)NCCC(=O)NCc3ccccc3OC)CC2)cc1,i,i,-9,-0.3,i,i,i,i,-20,-2,-1
Cc1ccc(C(=O)NCC(=O)OCCCOC(=O)CNC(=O)c2ccc(C)cc2)cc1,i,i,/,-1.7,i,i,i,i,/,1,-1
CCCCNC(=S)N/N=C/c1ccccc1F,i,i,-3,2.7,i,i,i,i,-100,-57,-3
CCNc1nc(OCCNC(C)=O)nc(N(C)C)n1,i,i,8,0.5,-4.8*,i,i,i,12,11,-1
CN(Cc1nc(-c2ccccn2)no1)S(=O)(=O)c1ccc(Br)cc1,i,i,4,0.1,i,i,i,i,-22,3,-2
COc1ccccc1NC(=O)CSCc1ccc([N+](=O)[O-])cc1,i,i,-4,0.0,i,i,i,i,-7,10,-7
CCCCC#Cc1ccccc1CC(=O)Nc1ccccc1,i,i,-4,0.5,i,i,i,i,-22,3,-2
COc1cc(/C(C)=N/NC(=O)C(O)(c2ccccc2)c2ccccc2)ccc1O,i,i,-6,0.1,i,i,i,i,-7,1,-7
Cc1cc(C)nc(NS(=O)(=O)c2ccc(NC(=O)c3ccc(S(=O)(=O)N4CCOCC4)cc3)cc2)n1,i,i,-1,-0.3,i,i,i,i,-22,17,2
CC1=C(C#N)C(/C=N/OCc2ccc(F)cc2Cl)CC(=O)N1 (stereo not drawn),i,i,-5,-1.2,i,i,i,i,-1,23,5
CC(=NCCCn1ccnc1)c1c(-c2ccccc2)[nH]n(-c2nc3ccccc3s2)c1=O,i,i,-1,2.5,i,i,i,i,-16,-1,0
CCCCNC(=O)CCNS(=O)(=O)c1ccc(C)cc1,i,i,2,0.4,i,i,i,i,-45,-11,10
Cn1c(=O)c2c(nc(N3CCCCC3)n2C)n(C)c1=O,i,i,6,0.1,i,i,i,i,-29,-5,-4
Cc1nn(-c2ccccc2)c(C)c1/C=N/NC(=O)c1cc(-c2ccc(Cl)s2)[nH]n1,i,i,-4,-0.7,i,i,i,i,-13,48,59*
CCOC(=O)c1c(N)sc(C(=O)N2CCCCCC2)c1C,i,i,12,-0.2,i,i,i,i,0,26,-2
c1ccc(-c2nnc3sc(Cc4cccs4)nn23)cc1,i,i,4,1.0,i,i,i,i,-53,-13,5
COc1ccc(NC(=S)NC(C)Cc2cccs2)cc1 (stereo not drawn),i,i,6,0.2,i,i,i,i,0,-29,-3
COc1cc(C(=O)Nc2ccccc2N2CCCCC2)cc(OC)c1OC,i,i,1,0.3,i,i,i,i,-11,5,10
O=C(Cc1ccccn1)c1ccc(F)cc1,i,i,/,0.7,i,i,i,i,/,-64,7
COc1ccc(S(=O)(=O)N2CCN(C(=O)c3ccc(C)o3)CC2)cc1,i,i,-4,-0.3,i,i,i,i,-1,-19,4
c1ccc2c(Nc3ccc(N4CCOCC4)cc3)nc(N3CCOCC3)nc2c1,i,i,-8,-0.5,i,i,i,i,-21,-16,-4
CCc1c(C)[nH]n(-c2nc(-c3ccccc3)cs2)c1=O,i,i,2,-0.4,i,i,i,i,-43,-21,-2
Cc1ccc(-c2nc(CN3CCCCC3)cc(CN3CCCCC3)c2O)cc1,i,i,1,-0.2,i,i,i,i,-18,-6,2
CN=C(Nc1ccccc1)SC1CC(=O)N(c2cccc(OC)c2)C1=O (stereo not drawn),i,i,-2,-0.3,i,i,i,i,-4,5,3
O=C(O)Cn1cc(/C=C2/SC(=O)N(CC(=O)N3CCCCCC3)C2=O)c2ccccc21,i,i,-1,0.5,i,i,i,i,-42,-18,-14
Cc1ccnc(N2C(=O)c3ccccc3C2Nc2cccc(C)c2C)c1 (stereo not drawn),i,i,-4,1.2,i,i,i,i,4,-17,1
c1ccc(-n2nnnc2-c2cnc(-c3cccnc3)nc2-c2cccs2)cc1,i,i,-1,-1.1,i,i,i,i,-71,-2,2
COC(=O)c1ccc(C(=O)NC(=S)Nc2ccc3nc(SC)sc3c2)cc1,i,i,-4,-6.7,i,i,i,i,-20,0,0
CCN(CC)c1ccc2c(c1)C(=O)N(C)C2=O,i,i,10,0.8,i,i,i,i,-40,-42,-8
CCCCN(C(=O)c1cccc(S(=O)(=O)N(C)c2ccc(C)cc2)c1)c1c(N)n(CCCC)c(=O)[nH]c1=O,i,i,/,-0.3,i,i,i,i,/,9,2
Cc1ccc(N2C(=O)c3ccc(C(=O)NCCN4CCOCC4)cc3C2=O)cc1,i,i,-2,-0.1,i,i,i,i,5,-14,-1
Cc1cc(N2C(=O)C3C4CC(c5ccccc5)C(C4)C3C2=O)no1 (stereo not drawn),i,i,-5,-0.3,i,i,i,i,-15,2,2
CSc1ccc(N/N=C(/C#N)S(=O)(=O)C(C)(C)C)cc1,i,i,3,-0.1,i,i,i,i,-14,5,0
Nc1ccc(-n2nncc2-c2ccc(Cl)cc2)cc1,i,i,-2,0.1,i,i,i,i,-17,27,-5
CCOC(=O)C1CCN(S(=O)(=O)c2c(C)n(C)c(=O)n(C)c2=O)CC1,i,i,0,-0.1,i,i,i,i,0,0,3
COc1ccc(CC(=O)OCC(=O)NCc2ccco2)cc1OC,i,i,/,0.4,-5.3*,i,i,i,/,0,-4
CC(C)Nc1nnc(SCC(=O)/C=C2\N(C)c3ccccc3C2(C)C)s1,i,i,17,0.1,i,i,i,i,-22,13,4
COCc1ccc(CN2CCc3c([nH]c4ccccc34)C2C(C)(C)C)o1 (stereo not drawn),i,i,5,1.9,i,i,i,i,-40,-59,3
CCOC(=O)C1=C(c2ccccc2)NC(=O)NC1c1ccsc1 (stereo not drawn),i,i,-7,-11,i,i,i,i,-11,-4,2
COc1ccccc1CNC(=O)[C@H](C)NC(=O)[C@@H]1Cc2ccccc2CN1,i,i,4,-0.3,i,i,i,i,-10,7,1
COc1ccc(C(NC(=O)/C=C/c2ccco2)c2ccc(OC)c(OC)c2)cc1 (stereo not drawn),i,i,-2,-0.1,i,i,i,i,15,4,-1

# 5 compounds from above, ordered by molar mass, high to low:
SMILES,TRPC4 agonist,TRPC6 inhibitor,IEC-6 cytotox,HIF act,MrgX1 antagonist,TRPC6 activator,TRPC4 potent,TRPC4 inh,KLF5 inh,aSyn 5UTR inh,SKKanGAS inh
Cc1ccc(N2C(=O)c3ccc(C(=O)NCCN4CCOCC4)cc3C2=O)cc1,i,i,-2,-0.1,i,i,i,i,5,-14,-1
COCc1ccc(CN2CCc3c([nH]c4ccccc34)C2C(C)(C)C)o1 (stereo not drawn),i,i,5,1.9,i,i,i,i,-40,-59,3
COc1ccc(CC(=O)OCC(=O)NCc2ccco2)cc1OC,i,i,/,0.4,-5.3*,i,i,i,/,0,-4
Cc1cc(N2C(=O)C3C4CC(c5ccccc5)C(C4)C3C2=O)no1 (stereo not drawn),i,i,-5,-0.3,i,i,i,i,-15,2,2
CSc1ccc(N/N=C(/C#N)S(=O)(=O)C(C)(C)C)cc1,i,i,3,-0.1,i,i,i,i,-14,5,0

# (cont.)
SMILES,TRPC4 agonist,TRPC6 inhibitor,IEC-6 cytotox,HIF act,MrgX1 antagonist,TRPC6 activator,TRPC4 potent,TRPC4 inh,KLF5 inh,aSyn 5UTR inh,SKKanGAS inh
COc1ccc(S(=O)(=O)NCc2ccc3c(c2)OCO3)cc1OC,i,i,-4,0.4,i,i,i,i,-28,1,-3
O=C(CN(C(=O)Cn1nnc(-c2ccccc2F)n1)c1cccc2c1CCCC2)NCc1ccccc1,i,i,-3,0.3,i,i,i,i,5,14,?
COc1ccccc1CN1CC(C(=O)NCCN2CCNC2=O)CCC1=O (stereo not drawn),i,i,1,-0.1,i,i,i,i,-15,-2,0
Cc1c(C(=O)NCCCn2ccnc2)oc2ccccc12,i,i,7,0.2,i,i,i,i,-6,-7,-5
COC(=O)CCC(=O)OC1(C)C(=O)C=C2C=C(c3ccsc3)OC=C2C1=O (stereo not drawn),i,i,/,-0.1,i,i,i,i,/,9,11
COc1ccc(CCNS(=O)(=O)c2cc3c(cc2C)NC(=O)CO3)cc1OC,i,i,1,0.0,i,i,i,i,-4,-14,0
COc1cc(C(=O)NC2CCCc3ccccc32)cc(OC)c1C (stereo not drawn),i,i,8,0.9,i,i,i,i,-3,52,11
Cc1ccc(/C=C2\CCn3c2nc2cc(C(=O)O)ccc2c3=O)c(C)c1,i,i,2,1.9,i,i,i,i,-6,-20,23
C=CCNC(=O)NC(=O)COC(=O)CCCSc1nc2ccccc2[nH]1,i,i,6,-0.8,i,i,i,i,-27,4,-5
CSc1ccc(COC(=O)c2cc([N+](=O)[O-])ccc2N2CCOCC2)cc1,i,i,/,0.3,i,i,i,i,/,67*,0
CCc1cccc(C)c1NC(=S)N(CCN(C)C)C(C)c1cccnc1 (stereo not drawn),i,i,-3,0.3,i,i,i,i,-5,-13,-4
CCCN1C=CC(=C2C(=O)c3ccccc3C2=O)C=C1,i,i,18,-3.7,i,i,i,i,107*,132*,35
CCOC(=O)N1CCN(c2cc(=O)n(-c3ccccc3C)c(=O)[nH]2)CC1,i,i,6,0.0,i,i,i,i,-4,-12,-2
COc1cc(C(=O)Nc2nnc(C(C)(C)C)s2)c([N+](=O)[O-])cc1OC,i,i,0,0.2,i,i,i,i,-6,17,2
Cc1ccc(/C=C/c2ccc3cccc(O)c3n2)s1,i,i,-7,4.5,i,i,i,i,-59,7,76*
COc1ccc(-c2nnc(SCC(=O)Nc3cc(C)on3)o2)cc1,i,i,11,1.4,i,i,i,i,-131,-36,0

# Compound activity (PubChem)

# Compounds as they come. Share with any hit: about 5.8%.
